Rab7 wt modul – alters GTP binding to wildtype dog Rab7. GTP binding activity (percent of control), % at 10 µM. AID 758. GST-Rab7 beads, fluorescent GTP binding, flow cytometry; actives lie on both sides; untreated = 100%, excess cold GTP = 0%. 0.055% of 190,000 active;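 active means fluorescent GTP binding to Rab7 beads changed by at least 20 points from the 100% baseline, either direction, mostly lower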;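 further: median green fluorescence of bound Bodipy-FL-GTP per Rab7 bead population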
Pf gamet viab – P. falciparum stage V gametocyte viability inhibition; P. falciparum stage V gametocytes, ATP luminescence, 24 h; inhibition, % at 10.9 µM; 0.065% of 150,000 active; AID 743093;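 active means inhibition above the mean plus 3 SD of compounds within the control limits, set per campaign, cut at about 38% in these data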;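 further: 0% = DMSO wells and 100% = medium only without gametocytes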
Mcl1-Noxa inh – disrupts binding of human Mcl-1 to Noxa peptide. Q07820. inhibition, % at 21.7 µM. 1.5% of 220,000 active. TR-FRET Mcl-1/Noxa peptide binding, 2 h;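 active means compounds that cut the protein-peptide binding signal by more than 50% relative to plate controls in a single-dose test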;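 further: His-tagged Mcl-1 with rhodamine Noxa BH3 peptide and terbium anti-His antibody; 0% = Mcl-1 plus Noxa peptide wells and 100% = peptide-only wells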
Target sequence (Q07820 whole entry, looked up): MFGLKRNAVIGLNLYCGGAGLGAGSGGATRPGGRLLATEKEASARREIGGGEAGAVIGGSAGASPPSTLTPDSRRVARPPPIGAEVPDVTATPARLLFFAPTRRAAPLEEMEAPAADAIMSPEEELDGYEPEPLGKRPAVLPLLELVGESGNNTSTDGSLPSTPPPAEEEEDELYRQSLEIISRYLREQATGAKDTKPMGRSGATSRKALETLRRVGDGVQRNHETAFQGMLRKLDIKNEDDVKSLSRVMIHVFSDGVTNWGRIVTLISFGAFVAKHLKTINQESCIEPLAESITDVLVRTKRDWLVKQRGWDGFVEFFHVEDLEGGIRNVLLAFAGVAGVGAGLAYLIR
Rac1 mut GTP – modulators of GTP binding to human Rac1 activated mutant. P63000. GST-Rac1 activated beads, fluorescent GTP binding, flow cytometry; actives lie on both sides; 100% means binding = to untreated wells. percent activity (GTP binding), % at 10 µM. 0.11% of 190,000 active;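 active means GTP binding at least 20 percentage points away from the 100% baseline, in either direction, so actives lie on both sides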
Rac1 wt modul – alters GTP binding to wildtype human Rac1; P63000; GST-Rac1 beads, fluorescent GTP binding, flow cytometry; actives lie on both sides; 0 = cold GTP competed, 100 = untreated; GTP binding activity (% of control), % at 10 µM; 0.27% of 190,000 active; AID 757;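 active means GTP binding activity at least 20 points away from the 100% control level, either lower or higher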
RGS8-Gao – modulates binding of RGS8 to human Galphao; P09471; multiplexed bead flow cytometry; actives lie on both sides; response (percent of control binding), % at 10 µM; 0.34% of 220,000 active; AID 1423; in the data active means response below about 60% or above about 140%; inactive means in between;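 further: Galphao activated as the GDP aluminium fluoride complex binding bead-coupled RGS8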
Target sequence (P09471 whole entry, looked up): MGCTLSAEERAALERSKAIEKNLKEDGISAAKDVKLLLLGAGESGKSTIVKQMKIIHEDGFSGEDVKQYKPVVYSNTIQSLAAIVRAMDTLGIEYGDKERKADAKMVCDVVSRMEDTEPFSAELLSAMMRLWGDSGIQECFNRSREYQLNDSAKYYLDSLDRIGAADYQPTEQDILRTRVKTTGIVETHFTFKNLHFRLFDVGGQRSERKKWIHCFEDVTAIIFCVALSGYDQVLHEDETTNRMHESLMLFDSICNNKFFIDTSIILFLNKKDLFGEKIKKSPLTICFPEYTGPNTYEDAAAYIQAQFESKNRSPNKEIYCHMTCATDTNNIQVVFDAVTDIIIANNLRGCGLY
Bim-Mcl-1 – inhibitors of Bim-Mcl-1 interaction, human. Q07820. Bead-based flow cytometry, Bim peptide-Mcl-1 binding. inhibition, % at 10 µM. AID 1009. 0.1% of 190,000 active; in the data active means inhibition above about 40%;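 further: 0% = no compound tracer wells and 100% = peptide blocker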
Cdc42 wt – changes GTP binding to wildtype human Cdc42 | P60953 | GST-Cdc42 beads, Bodipy-GTP binding, flow cytometry; actives lie on both sides | percent activity (GTP binding), % at 10 µM | 0.2% of 190,000 active;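 active means percent activity GTP binding at least 20 points away from the 100% baseline, either down as inhibitor or up as activator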;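 further: median bead fluorescence of bound Bodipy-FL-GTP at 100 nM; 0% = excess unlabeled GTP control and 100% = no compound control; below 100% means less GTP binding so inhibitor and above means activator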
Target sequence (P60953 whole entry, looked up): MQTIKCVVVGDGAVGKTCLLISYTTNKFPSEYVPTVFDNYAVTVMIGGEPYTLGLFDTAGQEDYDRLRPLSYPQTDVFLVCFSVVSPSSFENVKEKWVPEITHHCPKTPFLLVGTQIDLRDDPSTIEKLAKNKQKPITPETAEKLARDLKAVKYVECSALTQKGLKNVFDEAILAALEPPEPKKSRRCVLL
Rab2 wt GTP – changes GTP binding to wildtype dog Rab2A, up or down. GTP binding activity, % at 10 µM. GST-Rab2 wt beads, Bodipy-GTP binding, flow cytometry. P61105. 0.19% of 190,000 active. AID 760;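 active means GTP binding activity at least 20 points away from 100%, either lowered or raised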;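 further: 0% = beads with excess unlabeled GTP and 100% = no-compound control corrected for plate trend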
HRas wt GTP – modulators of GTP binding to human HRas wildtype | P01112 | GST-Ras wt beads, Bodipy-FL-GTP binding, flow cytometry; actives lie on both sides | GTP binding activity, % at 10 µM | 0.14% of 190,000 active;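 active means GTP binding activity at least 20% away from the 100% baseline, either lowered as inhibitor or raised as activator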;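 further: 0% = unlabeled GTP competition control and 100% = no-compound control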
Mcl1 Bid PPI – disrupts binding of human Mcl-1 to Bid peptide; Q07820; 0.97% of 220,000 active; inhibition, % at 21.7 µM; TR-FRET Mcl-1/Bid-Dy647 peptide binding, 1536-well;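 active means compounds that cut the binding signal by more than half at the single screening dose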;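 further: His-tagged Mcl-1 with europium anti-His antibody binding Bid BH3 peptide; 0% = Mcl-1 plus peptide wells and 100% = peptide-only wells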
* hit, by the source's call; . = not tested or not shown.

SMILES	Rab7 wt modul	Pf gamet viab	Mcl1-Noxa inh	Rac1 mut GTP	Rac1 wt modul	RGS8-Gao	Bim-Mcl-1	Cdc42 wt	Rab2 wt GTP	HRas wt GTP	Mcl1 Bid PPI
Cc1ccc(S(=O)(=O)N2CCC(C(=O)N[C@@H](C)C(=O)NC3CCS(=O)(=O)C3)CC2)cc1 (stereo partly specified)	94	-7	26	96	100	102	0	98	98	100	-4
Cc1cc2nc(CCN(Cc3cccnc3)C(=S)Nc3ccccc3)[nH]c2cc1C	102	.	15	99	103	104	1	102	102	103	-25
COc1ccc(S(=O)(=O)N2CCCCC2)cc1NC(=S)Nc1ccccc1	101	.	3	100	105	102	-2	103	100	102	-65
Cc1ccc(NC(=O)COc2ncnc3ccccc23)cc1S(=O)(=O)N1CCOCC1	101	-16	16	98	99	104	-5	98	96	101	-24
O=C(CSc1nnc(-c2ccccc2)n1Cc1ccccc1)NNC(=O)c1ccccc1O	99	3	-27	95	95	103	4	90	94	97	-79
CCCOc1ccc(C(=O)N2CCN(c3ccc(N)cc3Cl)CC2)cc1	97	.	-2	99	102	104	0	99	99	99	-11
COc1cc(-c2cc(C(=O)NN3CCN(C)CC3)c3ccccc3n2)cc(OC)c1OC	98	-19	18	101	101	133	21	93	101	100	-11
CC1CCCCC1NC(=O)CCCn1c(=S)[nH]c2ccccc2c1=O (stereo unspecified)	98	7	18	99	106	93	0	102	98	100	-36
O=C(Oc1ccc2c3c(c(=O)oc2c1)CCC3)c1ccccc1[N+](=O)[O-]	99	.	15	100	103	97	-1	104	100	99	19
CCOc1ccc(S(=O)(=O)N(CC(=O)N2CCc3ccccc32)Cc2ccco2)cc1	102	.	12	98	102	99	0	100	100	100	-5
Cc1ccc(S(=O)(=O)N2CCC(=O)N(CCOCc3ccc(F)cc3)CC2)cc1	93	-26	-15	97	99	94	-1	102	98	98	-7
Cc1ccc(/C=C2/C(=O)c3ccc(C(=O)O)cc3C2=O)o1	104	-9	72*	92	94	93	0	93	95	98	-95
Cc1ccc(O)c(NC(=S)NC(=O)COc2ccc(Br)cc2)c1	102	.	15	92	97	105	-3	91	90	96	-6
COc1ccc(NCc2ccc([N+](=O)[O-])s2)cc1	102	-23	31	99	102	106	-4	103	99	101	11
COc1ccc(CN2CC(=O)N(c3ccccc3C)C2=S)cc1OC	98	13	8	95	100	101	-4	98	95	97	-25
CC(CC(=O)O)CC(=O)NNC(=O)c1cccc(Br)c1 (stereo unspecified)	95	-13	7	95	97	101	-2	94	95	95	-6
COc1cc(NC(=S)NCCCO)c(OC)cc1Cl	102	-5	3	96	99	102	38	97	100	99	-62
O=C(CCCCn1c(=O)[nH]c2ccccc2c1=O)NCc1ccc2c(c1)OCO2	102	7	-18	100	101	102	1	102	101	102	4
Cc1ccc(S(=O)(=O)Nc2nc3ccccc3nc2NCc2ccco2)cc1C	100	.	23	97	104	100	2	100	99	100	-20
Cc1c(C(=O)N/N=C/C(C)C)[nH]c2c([N+](=O)[O-])cccc12	99	8	23	96	106	100	-4	101	99	102	-36
CC1(C)CC(=O)C(C(C2=C(O)CC(C)(C)CC2=O)c2cccc(O)c2)C(=O)C1 (stereo unspecified)	90	2	16	95	94	97	-3	92	94	97	-49
COC(=O)c1ccccc1NC(=O)c1ccc2c(c1)OCCO2	98	-44	7	100	109	131	-2	102	99	100	-3
Nc1nc2c(F)c(F)c(F)cc2s1	97	.	32	96	96	102	-2	96	94	96	-28
C=CCn1c(SCC(=O)NC(C)(C)C)nnc1-c1ccccc1O	96	.	-2	103	101	100	-6	103	98	102	-18
OCc1nc2ccccc2n1C/C=C/c1ccccc1	100	.	9	97	105	107	-1	100	99	102	6
Going on with the list:
SMILES	Rab7 wt modul	Pf gamet viab	Mcl1-Noxa inh	Rac1 mut GTP	Rac1 wt modul	RGS8-Gao	Bim-Mcl-1	Cdc42 wt	Rab2 wt GTP	HRas wt GTP	Mcl1 Bid PPI
COC(=O)c1[nH]c2cc(OC)ccc2c1NC(=O)c1nonc1C	108	.	-1	101	106	97	-10	107	108	106	-19
C[N+](C)(C)CCCCCCCCCC[N+](C)(C)C	102	.	-30	99	104	.	0	98	100	102	-2
Cc1cc(C)nc(SCC(=O)N/N=C/C=C/c2ccccc2)n1	102	-13	5	101	100	103	-4	101	98	101	-48
NC(=O)CSc1ccc(F)cc1	101	-13	6	94	95	102	1	95	98	96	4
Cc1cccc(/C(N)=N/OC(=O)N2CCOCC2)c1	101	.	13	98	101	99	-1	104	102	105	-24
CCCNC(=O)c1cn(CC)c2cc(N3CCN(C)CC3)c(F)cc2c1=O	98	6	7	99	104	99	-1	102	100	99	3
CC(=O)NCCC(=O)N1CCCC(C(=O)c2ccc3c4c(cccc24)CC3)C1 (stereo unspecified)	101	-39	11	98	99	103	1	99	97	99	-7
COc1ccc(C(=O)O)cc1Nc1cc(C)nc2ncnn12	98	.	15	99	100	102	0	99	100	98	5
CCCNC(=O)NC(=O)COc1ccc2oc3ccccc3c2c1	99	.	-6	100	103	104	2	104	100	100	1
COc1ccccc1N1CCN(Cc2nc(N)nc(Nc3ccc(C)cc3)n2)CC1	104	1	9	99	104	101	-3	101	102	102	-24
COC(=O)C(C)NC(=O)CNS(=O)(=O)c1ccc(F)cc1 (stereo unspecified)	102	4	11	100	102	99	0	101	100	100	-30
O=C(C1CC(=O)N(C2CCCCC2)C1)N1CCc2ccccc21 (stereo unspecified)	103	-6	-7	95	100	101	-2	99	100	99	-2
Cc1cc(=O)oc(C)c1C(=O)N1CCN(C(c2ccccc2)c2ccccc2)CC1	97	.	2	97	102	101	0	99	99	99	-8
COc1ccc(/C=N/n2c(SC)nnc(C(C)(C)C)c2=O)c(OC)c1	99	-10	-3	95	98	103	-1	98	96	97	-12
CCOC(=O)c1sc(=S)n(C)c1N	98	.	6	98	103	100	-3	103	99	100	-52
NC(=O)c1cc([N+](=O)[O-])ccc1NCCN1C(=O)c2ccc(C(=O)O)cc2C1=O	92	.	-9	93	98	99	2	90	92	92	-11
Cc1nn2cc(-c3cccc(Cl)c3)cnc2c1Br	98	-8	16	94	100	100	-4	98	101	96	-48
COc1nsnc1N1CCOCC1	106	-16	2	95	101	98	-1	97	97	99	-29
C/C(=C\C(=O)c1sccc1Cl)N(C)C	105	-20	1	95	99	101	-4	96	94	98	-26
Cc1cc(C)cc(-n2nnc(C(=O)NCc3ccco3)c2N)c1	102	.	9	101	110	104	-1	105	103	103	-13
O=S(=O)(c1ccc(F)cc1)c1snnc1-c1ccccc1	96	-14	-3	87	96	98	0	89	90	93	-3
O=S(=O)(Nc1cccnc1)c1cc(Cl)ccc1Cl	101	.	8	103	109	104	-2	105	101	103	-28
c1ccc(SCc2cn3cccnc3n2)nc1	95	-9	9	96	97	102	1	95	95	95	-38
COc1ccc(CNC(=O)COC(=O)c2cncc(Br)c2)cc1	103	9	13	99	98	102	1	99	101	99	-9
CS(=O)(=O)N1CCC(C(=O)N2CCC(Cc3ccccc3)CC2)CC1	96	.	-1	98	101	100	-4	101	99	100	2

Structures from the list above that contain a thiophene ring, fused or not (2):
SMILES	Rab7 wt modul	Pf gamet viab	Mcl1-Noxa inh	Rac1 mut GTP	Rac1 wt modul	RGS8-Gao	Bim-Mcl-1	Cdc42 wt	Rab2 wt GTP	HRas wt GTP	Mcl1 Bid PPI
COc1ccc(NCc2ccc([N+](=O)[O-])s2)cc1	102	-23	31	99	102	106	-4	103	99	101	11
C/C(=C\C(=O)c1sccc1Cl)N(C)C	105	-20	1	95	99	101	-4	96	94	98	-26

(further entries)
SMILES	Rab7 wt modul	Pf gamet viab	Mcl1-Noxa inh	Rac1 mut GTP	Rac1 wt modul	RGS8-Gao	Bim-Mcl-1	Cdc42 wt	Rab2 wt GTP	HRas wt GTP	Mcl1 Bid PPI
O=C(CCc1ccccc1)Nc1ccc(N2CCCCC2)cc1	102	-12	29	105	106	99	0	103	104	104	-19
COC(=O)[C@@H](NC(=O)CCc1nnc(-c2ccsc2)o1)C(C)C	99	6	1	95	97	104	1	95	97	97	-26
CCOc1ccc2nc(SCC(=O)Nc3cccc(S(=O)(=O)NC4=NCCCCC4)c3)[nH]c2c1	93	.	39	99	93	103	-1	93	92	93	-36
Cc1cc(=O)oc(C)c1C(=O)NCCN(C)Cc1ccccc1	91	-12	2	97	100	100	1	96	95	95	-20
O=[N+]([O-])c1ccc2c(c1)C(N1CCOCC1)/C(=C/COc1ccc(Cl)cc1Cl)O2 (stereo unspecified)	100	.	-31	99	100	101	-2	99	98	99	7
Cc1cc(C)c(C(=O)/C=C/C=C/c2ccccc2)c(=O)[nH]1	103	-7	9	97	101	101	-3	99	98	99	-6
CCOC(=O)C1CCCN(C(=O)c2cc(Nc3ccc(OC)cc3)nc3ccccc23)C1 (stereo unspecified)	95	.	-20	95	98	101	3	95	93	95	-1
COc1cc(Cl)c(S(=O)(=O)N2CC(C)OC(C)C2)cc1Cl (stereo unspecified)	100	0	12	98	103	106	-3	97	101	99	-18
COCC(C)n1c(SCC(=O)NNC(=O)c2ccc(F)cc2)nc2ccccc2c1=O (stereo unspecified)	100	-3	7	99	104	103	-3	100	100	100	-5
O=C(N/N=C/c1cn(-c2ccccc2)nc1-c1ccc(F)cc1)c1ccc(Br)o1	99	.	-6	97	98	106	-5	99	100	98	9
O=C(COC(=O)/C=C/c1ccccc1Cl)NC1CCCCCC1	103	22	8	92	96	107	-2	95	97	98	-9
COc1ccc(OCCCC(=O)Nc2ccc(N3CCCCC3)cc2)cc1	104	9	22	103	108	102	0	104	103	104	-8
O=C(Nc1cc(F)cc(F)c1)c1sc(Cl)nc1-c1ccccc1	101	5	-32	99	103	97	-3	98	102	101	-31
O=C(Nc1ccccc1C(=O)Nc1ccccn1)c1ccc([N+](=O)[O-])cc1	95	24	50	97	94	101	2	98	96	96	30
COc1ccc(C(CC(=O)O)NC(=O)COc2ccccc2)cc1OC (stereo unspecified)	98	-3	-1	99	98	100	-4	98	98	97	-10
O=C(CNS(=O)(=O)c1ccc(F)cc1)N1CCCCCC1	99	.	9	93	97	102	1	98	99	97	-29
COc1ccc(-n2c(=O)cc(N3CCCCCC3)[nH]c2=O)cc1	99	.	5	99	102	103	-1	100	101	101	-21
CNC(=S)N1N=C(c2ccc(OC)cc2)CC1c1ccc(Cl)cc1Cl (stereo unspecified)	95	17	7	98	100	100	0	98	94	97	-85
NC(=O)c1ccc(N=Nc2c(-c3ccccc3)[nH]n(-c3ccccc3)c2=O)cc1	97	10	-1	99	101	108	-2	100	101	99	-7
CSc1nnc(C)c(/C=C/Nc2ccc(Cl)cc2)n1	93	-50	10	91	81	92	13	88	89	89	-29
COc1cc(CC(=O)OCC(=O)NCC(C)C)cc(OC)c1OC	108	-3	10	98	102	107	1	99	101	101	-16
Cc1ccc(NC2=NCC(=O)N2C2CCCC2)cc1C	104	-10	6	97	102	102	4	95	99	100	-20

High-throughput results deposited in PubChem by several laboratories.
